TDP1 inh: blocks human tyrosyl-DNA phosphodiesterase 1; AID 485290; Q9NUW8; 0.28% of 350,000 active; Potency, µM (doses to about 130 µM), for inactives: top-dose activity change, negative = inhibition, hits mostly inhibitors; recombinant TDP1, AlphaScreen DNA substrate cleavage; further: nearly all actives have a fitted effect of over 40% in size
Target sequence (Q9NUW8 whole entry, looked up): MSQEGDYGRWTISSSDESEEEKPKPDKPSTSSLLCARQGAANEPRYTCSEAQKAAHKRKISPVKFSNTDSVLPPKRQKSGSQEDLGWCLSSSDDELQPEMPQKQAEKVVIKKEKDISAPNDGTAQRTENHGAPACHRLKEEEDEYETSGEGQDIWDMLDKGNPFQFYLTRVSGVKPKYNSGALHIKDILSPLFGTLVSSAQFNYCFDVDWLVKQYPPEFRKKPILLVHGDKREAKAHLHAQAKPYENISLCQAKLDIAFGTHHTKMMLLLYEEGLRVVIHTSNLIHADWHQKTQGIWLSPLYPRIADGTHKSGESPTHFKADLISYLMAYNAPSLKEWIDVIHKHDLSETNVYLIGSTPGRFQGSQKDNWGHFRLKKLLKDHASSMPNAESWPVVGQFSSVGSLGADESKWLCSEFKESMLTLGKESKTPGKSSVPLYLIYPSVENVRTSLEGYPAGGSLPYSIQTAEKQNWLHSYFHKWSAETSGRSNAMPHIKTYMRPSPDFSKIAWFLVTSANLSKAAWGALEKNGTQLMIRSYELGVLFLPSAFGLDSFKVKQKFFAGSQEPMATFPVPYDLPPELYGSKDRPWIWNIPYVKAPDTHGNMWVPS
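Here, a 5' biotin and 3' phosphotyrosine-FITC DNA oligonucleotide reports Tdp1 activity: intact substrate bridges AlphaScreen beads, while cleavage leaves a 3' phosphate and drops signal. All incubations at room temperature.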
N370S GC: inhibits or activates N370S mutant glucocerebrosidase | P04062 | N370S GC spleen homogenate, 4MU-glucoside fluorescence | 0.092% of 330,000 active | AID 2101 | Potency, µM (series often up to 59.4 µM), for inactives: at the highest dose activity change, negative = inhibition, most hits filed as inhibitors;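 further: 0% = full enzyme activity and -100% = no enzyme basal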
DT40 TDP1 no CPT: qHTS for Inhibitors of human tyrosyl-DNA phosphodiesterase 1 (TDP1): qHTS in cells in absence of CPT; DT40 Tdp1-/- hTDP1 cells, no CPT, ATP luminescence, 48 h; AID 686978, 2013; 15% of 420,000 active; Potency, µM (doses to about 46.2 µM), inactives show at the top dose activity change, negative = growth inhibition, usual class: inhibitors; further: nearly all actives have a fitted effect of over 55% in size
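No-CPT arm: Tdp1-/-;hTDP1 DT40 cells (400/well) plus compounds, incubated ≥48 hr at 37 °C. Readout CellTiter-Glo luminescence.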
Starred values were filed as active, the others as inactive; ? = inconclusive; nt = not tested or not shown; & = joins results of further samples; ! = not confirmed by another sample; [ ] = remark or other dose. The call rests on the fitted dose curve; in most records, active means well fitted curve in the direction sought with a large enough effect; inconclusive means small, poorly fitted or top-dose-only effect, or another doubt; inactive means no such curve, though single readings can be large; an effect the other way counts as inactive or inconclusive. Unless noted, on the % scale 0 is the no-effect control and ±100 the full control effect; potency means the concentration at half of the fitted maximal effect. Some of the compounds tested, so the mix of outcomes need not match the whole.

SMILES	TDP1 inh	N370S GC	DT40 TDP1 no CPT
C=C1[C@@H](O)C2C=CC[C@H](C)C(=O)[C@@](C)(O)C=C[C@@H](OC(C)=O)[C@@]23C(=O)N[C@H](Cc2ccccc2)[C@@H]3[C@@H]1C (stereo partly specified)	-5.2%[56.1 µM]	-1.1%	0.237µM*
Cc1ccnc2c1NC(=O)c1cccnc1N2C1CC1	-6.0%&5.8%&13.2%	-3.9%&-8.6%&3.6%	8.2µM*!
COC(=O)C1=C(c2cccc3c2S(=O)(=O)c2ccccc2-3)C[C@@H]2CC[C@H]1N2C(=O)N1CCc2cc(OC)c(OC)cc2C1	4.3%	nt	20.6µM*
CCN(CC)C(=O)Oc1nnc(SC(C)C)n1-c1ccc(Cl)c(Cl)c1	3.9%	-6.2%	23.1µM*
CCOC(=O)C1(CCc2ccccc2)CCN(Cc2ccc3c(c2)OCCO3)CC1	0.0%	24.6%	25.9µM*
CC(C)CC(C)N (stereo unspecified)	-2.6%&3.7%	-1.3%	8.8%
Cc1ccc(-n2nc(C)c3c2OC(N)=C(C#N)C3c2cccs2)cc1 (stereo unspecified)	12.6%	-1.6%	-2.0%
COc1ccc(CNC(=O)C2CCN(C(=O)c3cnn(-c4ccccc4)c3-n3cccc3)CC2)cc1	2.5%	nt	6.51µM*
O=C1OC(c2ccc(Cl)cc2)=N/C1=C\N1CC2CC(C1)c1cccc(=O)n1C2 (stereo unspecified)	nt	9.3%	-5.9%
CC(=O)c1ccc(OCC(=O)N2CCCC(N3CCN(c4ccccc4C)CC3)C2)cc1 (stereo unspecified)	3.0%	-3.8%	?
CC(Cc1ccccc1)NCc1ccccc1O (stereo unspecified)	-3.0%	-5.6%	-29.6%
C=C1CC[C@@]2(O)[C@H]3Cc4ccc(O)c5c4[C@@]2(CCN3CC2CC2)[C@H]1O5	-3.6%	-1.0%	0.6%&-3.7%
COc1ccc(S(=O)(=O)NC(CC(=O)N2CCC3(CC2)OCCO3)C(C)C)cc1 (stereo unspecified)	5.0%	10.0%	5.4%
COc1cc(C(=O)Nc2ccc(Br)cc2C(=O)c2ccccc2Cl)cc(OC)c1OC	-2.7%	8.2%	23.1µM*
COC(=O)C1C(O)C(C)C(O)C(C)/C=C\C=C(/C)C(=O)Nc2c(C)c(OC(C)=O)c3c(c2O)C(=O)C(C)=C2OCOC(=C23)/C(C)=C/C(C)(O)C(O)C(C)C1O (stereo unspecified)	3.8%	-12.6%	1.2%
CC1CN(CCc2ccccc2)CC(C)O1 (stereo unspecified)	3.9%	-0.5%	0.2%
O=c1[nH]c(=O)n(CCc2ccc(F)cc2)c(O)c1C=NCCCn1ccnc1	7.2%	3.2%	-6.7%
C[C@]12CC[C@H]3[C@@H](CCC4=CC(=O)CC[C@@]43O)[C@@H]1CCC2=O	nt	-6.0%	-3.1%
Cc1cc(=O)oc2cc(OCC(=O)N3CCN(C(C)c4ccccc4)CC3)c(Cl)cc12 (stereo unspecified)	2.0%	nt	?
CCOP(=O)(OCC)C(NC(=O)c1ccc(OC)cc1)C(Cl)(Cl)Cl (stereo unspecified)	1.3%	26.3%	-5.1%
CCCCCOC(=O)c1ccccc1C(=O)OCCCCC	6.5%	5.4%	nt
Cc1cc2ccccc2n1CCNC(=O)COc1ccccc1	4.1%	11.9%	?
COCCCNC(=O)c1c(NC(=O)c2ccccc2Cl)n(Cc2ccccc2)c2nc3ccccc3nc12	-2.1%	5.6%	-14.3%
Cc1ccnc(-n2c(C)nc3ccccc3c2=O)c1	7.2%	-0.9%	?
CC(C)C[C@H](NC(=O)[C@H](Cc1ccccc1)NC(=O)CNC(=O)CNC(=O)[C@@H](N)Cc1ccc(O)cc1)C(=O)N[C@@H](CCCN=C(N)N)C(=O)N[C@@H](CCCCN)C(=O)N[C@@H](Cc1ccc(O)cc1)C(=O)N1CCC[C@H]1C(=O)N[C@@H](CCCCN)C(=O)O	9.8%	-12.1%	1.8%[4.12 µM]
CCOP(=O)(OCC)c1cccc(P(=O)(c2ccccc2)c2ccccc2)c1O	nt	4.1%	?
CC1C(c2cccs2)=[N+]([O-])C(C)(C(=O)c2cccs2)N1O (stereo unspecified)	-3.1%	5.6%	-23.3%
CCCNC(=O)N1[C@H]2CC[C@@H]1C(C(=O)OC)=C(c1ccc(-c3ccccc3)c(F)c1)C2	1.9%	nt	7.31µM*
CC(=O)O[C@H]1C[C@@H]2CC[C@@H]3[C@H](CC[C@]4(C)C(=O)CC[C@@H]34)[C@@]2(C)C[C@@H]1OC(C)=O	nt	-2.4%	?
O=c1c2ccccc2nc(CSc2ncnc3nc[nH]c23)n1-c1ccccc1Cl	-3.3%	-3.3%	?
CCc1c(C)nc(N)nc1N1N=C1SCC(=O)OC	5.5%	-1.5%	-9.1%
CC(=O)OC(C)(C)/C=C/C(=O)[C@](C)(O)[C@H]1[C@H](O)C[C@@]2(C)[C@@H]3CC=C4[C@H](C[C@H](O)C(=O)C4(C)C)[C@]3(C)C(=O)C[C@]12C	0.0%	6.6%	0.0073µM*
COc1ccc(-c2nn3c(=O)cc(CN4CCN(S(=O)(=O)c5ccc(C)cc5)CC4)nc3s2)cc1	0.0%	nt	16.4µM*
CCCCc1cc(=O)oc2cc(OCC(=O)N3C[C@H]4C[C@@H](C3)c3cccc(=O)n3C4)c(Cl)cc12	nt	2.1%	?
O=P(O)(O)Oc1ccccc1P(=O)(c1ccccc1)c1ccccc1	nt	-8.5%	-9.8%
CSSC	12.1%	-6.0%	nt
COC(=O)c1ccc(NC(=O)CSc2nc3ccc(N4C(=O)C5C6C=CC(C6)C5C4=O)cc3s2)cc1 (stereo unspecified)	0.0%	-9.8%	18.4µM*
CCOc1ccc(C(=O)OC2CC3CCC(C2)N3C)cc1 (stereo unspecified)	-1.2%	4.1%	?
Cc1ccc(C)c(NC(=O)CCNC(=O)N2C[C@H]3C[C@@H](C2)c2cccc(=O)n2C3)c1	nt	-12.7%	-1.0%
CCc1ccc(NC(=O)CN2C(=O)C3(SCC(=O)N3c3ccc(F)c(F)c3)c3ccccc32)cc1 (stereo unspecified)	2.1%	nt	?
COc1ccccc1N1CCN(C(CNC(=O)Oc2ccccc2)c2cccnc2)CC1 (stereo unspecified)	4.3%	6.8%	?
CCOc1ccc(N)cc1	16.6%	-5.3%	-1.1%
CC1=CC[C@@H]2[C@@H](C1)c1c(O)cc(CC#CCCCNS(C)(=O)=O)cc1OC2(C)C	6.3%	-3.6%	nt
COc1cccc(N=Cc2c(O)n(Cc3ccco3)c(=O)[nH]c2=O)c1	2.8%	2.5%	-17.3%
C[C@]12CCC(=O)C=C1CCc1ccc(O)cc12	11.3%[56.1 µM]	-10.2%	-18.9%
C[C@H]1C(=O)O[C@@H]2CCN3CC=C(COC(=O)[C@@](C)(O)[C@@]1(C)O)[C@H]23	11.3%[21 µM]	13.1%[21.6 µM]	nt
N[C@@H](Cc1cc(Br)c(O)c(Br)c1)C(=O)O	0.0%	6.0%	nt
CC[C@H](C)[C@H](NC(=O)[C@@H]1CCCN1C(=O)[C@H](CCC(=O)O)NC(=O)[C@@H](NC(=O)[C@H](Cc1ccccc1)NC(=O)[C@@H]1CCCN1C(=O)[C@@H](N)Cc1ccc(O)cc1)C(C)C)C(=O)O	7.3%	7.7%	4.7%[4.12 µM]

Sorted by formula weight (lowest first): part of the list above.
SMILES	TDP1 inh	N370S GC	DT40 TDP1 no CPT
CCc1c(C)nc(N)nc1N1N=C1SCC(=O)OC	5.5%	-1.5%	-9.1%
C[C@]12CC[C@H]3[C@@H](CCC4=CC(=O)CC[C@@]43O)[C@@H]1CCC2=O	nt	-6.0%	-3.1%
CCOc1ccc(C(=O)OC2CC3CCC(C2)N3C)cc1 (stereo unspecified)	-1.2%	4.1%	?
CCCCCOC(=O)c1ccccc1C(=O)OCCCCC	6.5%	5.4%	nt
CC1C(c2cccs2)=[N+]([O-])C(C)(C(=O)c2cccs2)N1O (stereo unspecified)	-3.1%	5.6%	-23.3%
C[C@H]1C(=O)O[C@@H]2CCN3CC=C(COC(=O)[C@@](C)(O)[C@@]1(C)O)[C@H]23	11.3%[21 µM]	13.1%[21.6 µM]	nt
C=C1CC[C@@]2(O)[C@H]3Cc4ccc(O)c5c4[C@@]2(CCN3CC2CC2)[C@H]1O5	-3.6%	-1.0%	0.6%&-3.7%
Cc1ccc(-n2nc(C)c3c2OC(N)=C(C#N)C3c2cccs2)cc1 (stereo unspecified)	12.6%	-1.6%	-2.0%
CCOP(=O)(OCC)C(NC(=O)c1ccc(OC)cc1)C(Cl)(Cl)Cl (stereo unspecified)	1.3%	26.3%	-5.1%
O=c1c2ccccc2nc(CSc2ncnc3nc[nH]c23)n1-c1ccccc1Cl	-3.3%	-3.3%	?
COc1ccc(S(=O)(=O)NC(CC(=O)N2CCC3(CC2)OCCO3)C(C)C)cc1 (stereo unspecified)	5.0%	10.0%	5.4%
Cc1cc(=O)oc2cc(OCC(=O)N3CCN(C(C)c4ccccc4)CC3)c(Cl)cc12 (stereo unspecified)	2.0%	nt	?
CCCCc1cc(=O)oc2cc(OCC(=O)N3C[C@H]4C[C@@H](C3)c3cccc(=O)n3C4)c(Cl)cc12	nt	2.1%	?
COc1ccc(CNC(=O)C2CCN(C(=O)c3cnn(-c4ccccc4)c3-n3cccc3)CC2)cc1	2.5%	nt	6.51µM*
CCc1ccc(NC(=O)CN2C(=O)C3(SCC(=O)N3c3ccc(F)c(F)c3)c3ccccc32)cc1 (stereo unspecified)	2.1%	nt	?
COc1cc(C(=O)Nc2ccc(Br)cc2C(=O)c2ccccc2Cl)cc(OC)c1OC	-2.7%	8.2%	23.1µM*
COCCCNC(=O)c1c(NC(=O)c2ccccc2Cl)n(Cc2ccccc2)c2nc3ccccc3nc12	-2.1%	5.6%	-14.3%
CC(=O)OC(C)(C)/C=C/C(=O)[C@](C)(O)[C@H]1[C@H](O)C[C@@]2(C)[C@@H]3CC=C4[C@H](C[C@H](O)C(=O)C4(C)C)[C@]3(C)C(=O)C[C@]12C	0.0%	6.6%	0.0073µM*
COC(=O)C1C(O)C(C)C(O)C(C)/C=C\C=C(/C)C(=O)Nc2c(C)c(OC(C)=O)c3c(c2O)C(=O)C(C)=C2OCOC(=C23)/C(C)=C/C(C)(O)C(O)C(C)C1O (stereo unspecified)	3.8%	-12.6%	1.2%
CC[C@H](C)[C@H](NC(=O)[C@@H]1CCCN1C(=O)[C@H](CCC(=O)O)NC(=O)[C@@H](NC(=O)[C@H](Cc1ccccc1)NC(=O)[C@@H]1CCCN1C(=O)[C@@H](N)Cc1ccc(O)cc1)C(C)C)C(=O)O	7.3%	7.7%	4.7%[4.12 µM]

Reformatted: results already given
molecule | TDP1 inh | N370S GC | DT40 TDP1 no CPT
COC(=O)c1ccc(NC(=O)CSc2nc3ccc(N4C(=O)C5C6C=CC(C6)C5C4=O)cc3s2)cc1 (stereo unspecified) | 0.0% | -9.8% | 18.4µM*
CCOc1ccc(C(=O)OC2CC3CCC(C2)N3C)cc1 (stereo unspecified) | -1.2% | 4.1% | ?
Cc1ccc(C)c(NC(=O)CCNC(=O)N2C[C@H]3C[C@@H](C2)c2cccc(=O)n2C3)c1 | nt | -12.7% | -1.0%

Next section:
SMILES	TDP1 inh	N370S GC	DT40 TDP1 no CPT
CC[N+](CC)(CC#CCO)CC#Cc1ccccc1	4.8%	-12.1%	-2.0%
CN(C)c1ccc(NC(=O)CN2C(=O)CN=C(c3ccccc3)c3cc(Cl)ccc32)cc1	11.8%	-7.8%	?
C#CC[N+]1(C)[C@@H]2CC[C@H]1CC(OC(=O)C(CO)c1ccccc1)C2 (stereo partly specified)	nt	-4.0%	-5.3%
CC(=O)Oc1ccc(Cl)c2cccnc12	17.8%	-6.9%	8.2µM*

Screens (PubChem)
